# Compound activity (PubChem BioAssay)
# b-catenin transl = modulators of beta-catenin nuclear translocation, primary screen, imaging, HeLa cells, immunofluorescence, high-content; nuclear translocation activity, % at 5 µM; 190,000 tested, 0.3% active; AID 1665, 2009;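 active = nuclear translocation activity above 50% at 5 µM, with a well cell count of 50 or more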;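 also: per-cell ratio of nuclear to cytoplasmic median beta-catenin stain intensity; plate controls were DMSO negative control for no effect and GSK-3 inhibitor IX positive control for full effect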
#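 Read-out: Nuclear/cytoplasmic beta-catenin signal ratio, % activation | Assay system: Human HeLa cell line | Times: 24 h compound exposure at 37°C, 5% CO2 | Signal: Fluorescence imaging of beta-catenin antibody stain plus DAPI | Dosing: 5 µM primary, 0.02–20 µM confirmation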
# Insulin prom up = insulin promoter activators in MIN6 cells, imaging, high-content screening, mouse beta cells. MIN6 insulin promoter-GFP reporter; active compounds read high. z-score at 5 µM. 190,000 tested, 0.3% active;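 active = z-score above 3 at 5 µM with at least 500 cells counted in the well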
# MT stabilizer = microtubule stabilizers in HeLa cells, primary screen, imaging, high-content imaging | HeLa tubulin immunostaining HCS, 24 h; share of cells brighter than vehicle mean+2SD | % tubulin-high responders, % at 10 µM | 200,000 tested, 0.83% active | AID 2205, 2009;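 active = plate Z-score above 3 for both tubulin-high and condensed-nucleus cell shares, with cell loss under 80%, at 10 µM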;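 also: anti alpha tubulin signal scored within the nucleus-defined area of each cell; some results filed as inactive read as strong as hits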
# Yfh1-depleted yeast = enhancers of respiration in Yfh1-depleted yeast, dose response, Friedreich's ataxia, plus single-dose screen (AID 1465); S. cerevisiae Yfh1-off respiration, WST-1 reduction, 72 h; higher fold induction means a stronger effect; fold induction at 50 µM, or EC50 in µM where a hit was titrated; 220,000 tested, 0.074% active;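 active = fold induction of absorbance versus untreated yeast above a set limit, then at least 30% activation at any dose in follow-up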;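 also: activators that raise dye reduction in frataxin-depleted yeast; strong numbers were not always called active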
# Dynein cargo inh = inhibitors of GR-EGFP nuclear translocation, primary screen, dynein cargo transport inhibitor project, imaging, high-content, 3617.4 mouse cells; test concentration mostly 20 µM; stimulated with dexamethasone, 1 µM; active compounds read low; z-score, hits read low; 220,000 tested, 0.47% active; AID 1381, 2008;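 active = plate z-score of nuclear minus cytoplasmic receptor signal below a set negative limit, without overly bright fluorescence or cell loss, cut at about -3.5 in these data, passing the limit was not always enough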;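 also: z-score of nuclear minus cytoplasmic ring GR-EGFP intensity difference per well; some compounds called inactive have numbers as strong as hits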
#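 Medium: Induction medium lacking tetracycline, stripped serum | Probe or stimulus: 1.0 µM final dexamethasone stimulus | Schedule: 48 h induction, then 1 h compound, then 30 min agonist, 37 °C | Signal: Automated 10x imaging of fixed Hoechst-stained cells | Evaluation: Per-cell GR-EGFP intensity, nucleus versus surrounding cytoplasmic ring, well-averaged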
# P. falciparum M17LAP = P. falciparum M17LAP inhibitors, primary screen, biochemical, fluorogenic H-Leu-NHMec substrate, 1536-well (AID 1619); Leucine aminopeptidase (Plasmodium falciparum (isolate 3D7)); recombinant M17LAP, H-Leu-NHMec fluorogenic kinetic assay; higher % means a stronger effect; inhibition, % at 30 µM, or IC50 in µM where a hit was titrated; 220,000 tested, 0.38% active;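 active = compound inhibiting the enzyme by more than half at any dose during confirmatory dose-response retesting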;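 also: plate controls were full reaction with DMSO carrier for no effect and no enzyme background for full effect; strong numbers were not always called active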
# Autophagy mod = autophagy modulators in MEF cells, primary screen, imaging, high-content, MEF GFP-LC3. MEF GFP-LC3 puncta imaging; test concentration mostly 10 µM. calls only at 10 µM (by protocol). 190,000 tested, 0.98% active. AID 463193, 2010;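 active = percentage of spot-positive cells more than 3 SD above its plate mean, without a fluorescence outlier flag or 80% toxicity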;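 also: spot-positive cell cutoff set from DMSO-treated cells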
# NOD1 inhibition = NOD1 signaling inhibitors, primary screen, cell-based, luminescence, uHTS (AID 1578); inhibition, % at 4 µM, or EC50 in µM where a hit was titrated; 290,000 tested, 1% active; NOD1-driven NF-kB luciferase reporter cells, luminescence; higher % means a stronger effect; in the data active = inhibition mostly above about 36%, no sharp cut-off; inactive = mostly below about 34%;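 also: HEK-293T reporter cells stimulated with the NOD1 agonist gamma-tri-DAP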
# NOD2 inhibition = NOD2 signaling inhibitors, cell-based, luminescence, uHTS, HEK293 (AID 1566); HEK293 NOD2/NF-kB luciferase reporter, luminescence; higher % means a stronger effect; inhibition, % at 4 µM, or EC50 in µM where a hit was titrated; 290,000 tested, 0.63% active; in the data active = inhibition above about 50%; also: many of its hits are not listed in these tables
# Dynein cargo inh cytoplasmic EGFP = also measured in Dynein cargo inh; calls as there; z-score; measured here: cytoplasmic GR-EGFP intensity; active compounds read high
# Dynein cargo inh nuclear GR-EGFP = second read-out of Dynein cargo inh, no call of its own (marks repeat the call); z-score; measured here: nuclear GR-EGFP intensity;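 lower value marks the stronger effect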
# Dynein cargo inh cell count = second read-out of Dynein cargo inh, no call of its own (marks repeat the call); z-score; measured here: cell count per field
# Insulin prom up cell count = further read-out of Insulin prom up, marked with its call; cell count; measured here: cytotoxicity, nuclei count;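 total cells summed across four imaged fields per well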
# b-catenin transl cell count 5 µM = also measured in b-catenin transl; calls as there; cell count; measured here: cell count, cytotoxicity flag
# MT stabilizer Hoechst-high % = further read-out of MT stabilizer, marked with its call; % Hoechst-high responders; measured here: nuclear condensation Hoechst responders;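 share of cells brighter than vehicle mean plus two SD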
# MT stabilizer cytotoxicity % = further read-out of MT stabilizer, marked with its call; toxicity, %; measured here: cytotoxicity by cell density;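 0% = mean cell density of plate MIN control wells and 100% = no cells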
# Autophagy mod cell loss 18 h = further read-out of Autophagy mod, marked with its call; toxicity, %; measured here: cell loss, nuclei count;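 cell loss after 18 h compound exposure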
# * hit, by the source's call; i = inactive; · = no result given. A portion of the library (hit frequency here may not be typical).
# Values run as follows: b-catenin transl, b-catenin transl cell count 5 µM, Insulin prom up, Insulin prom up cell count, MT stabilizer, MT stabilizer Hoechst-high %, MT stabilizer cytotoxicity %, Yfh1-depleted yeast, Dynein cargo inh, Dynein cargo inh cytoplasmic EGFP, Dynein cargo inh nuclear GR-EGFP, Dynein cargo inh cell count, P. falciparum M17LAP, Autophagy mod, Autophagy mod cell loss 18 h, NOD1 inhibition, NOD2 inhibition
1: Cc1oc(-c2cccc(Cl)c2)nc1CSc1nc2c(c(=O)[nH]1)CCC2
    2.0, 572, 0.5, 1038, 3.0, 1.5, 0.8, i, 3, -0.083, 3.4, -2, -3%, i, 17, 32%, 14%
2: Cc1cc(C)n(CCC(=O)N/N=C/c2ccc(O)cc2O)n1
    0.8, 1079, -0.43, 1535, 4.0, 4.0, 4.1, i, -0.34, -0.19, -0.4, -0.32, 16%, i, 3, 16%, -23%
3: CC(C)(C)n1cnc2cc(NC(=O)c3cccs3)ccc21
    -0.9, 986, 0.4, 1501, 0.9, 1.7, 5.3, i, -0.97, -0.25, -0.15, 0.75, -2%, i, -13, -52%, -84%
4: NCCCC[C@@H]1NC(=O)[C@H](CCC(=O)O)NC(=O)c2cc([N+](=O)[O-])cc(I)c2SC[C@@H](C(=O)NCC(N)=O)NC1=O
    ·, ·, 0.22, 1232, 3.3, 3.4, 4.4, i, 0.17, -0.23, 0.5, 0.26, 11%, i, -57, -29%, 13%
5: O=C(Nc1ccc(Cl)cc1)Nc1cccnc1
    ·, ·, ·, ·, 2.5, 2.5, 4.0, i, -0.77, 0.0011, -0.54, -0.041, 4%, i, 6, -15%, -21%
6: C=CCn1c(=NC(=O)c2ccccc2[N+](=O)[O-])sc2cc(S(C)(=O)=O)ccc21
    -3.8, 1117, -0.85, 1382, 6.9, 2.2, 11, i, -1.2, -0.14, -0.76, 0.066, -6%, i, 0, -8%, 10%
7: O=C(Cn1nnc2ccccc21)Nc1ccc(Cl)cn1
    -0.2, 1065, -0.16, 1344, 2.5, 2.8, 7.5, i, -0.78, -0.3, 0.12, 0.75, -1%, i, 13, -9%, 17%
8: Cc1ccccc1CSc1nc(-c2ccccc2)cc(=O)[nH]1
    0.1, 1143, 0.25, 1613, 6.8, 1.6, 8.3, i, -0.57, -0.19, -0.24, -0.32, 2%, i, 0, 4%, 12%
9: CC(=O)Nc1ccc(S(=O)(=O)NCc2ccncc2)cc1
    -0.5, 1523, 0.03, 1413, 0.8, 0.6, 0.4, i, 1.2, -0.17, 0.85, -0.85, -3%, i, 11, 14%, 24%
10: CC(=O)C1=C(C)NC(SCC(N)=O)=C(C#N)C1c1cccs1 (stereo not given)
    -2.3, 1224, 0.96, 1309, 3.1, 1.5, 7.6, i, -0.6, -0.13, -0.12, 1.4, 1%, i, -6, 4%, 14%
11: COc1cccc(N2CC(C(=O)Nc3nnc(SCc4cccnc4)s3)CC2=O)c1 (stereo not given)
    -0.7, 1081, 0.13, 1398, 5.6, 2.0, 6.2, i, 0.19, -0.19, 0.18, 0.044, 5%, i, 10, -3%, 13%
12: COc1ccc(CCNc2cc(C)nc3c(-c4ccccc4)c(C)nn23)cc1OC
    -5.5, 1137, -0.44, 1497, 3.0, 2.9, 6.5, i, -0.45, -0.32, -0.34, 0.78, -4%, i, 5, -17%, 1%
13: CCc1nnc(NC(=O)CSc2nc(-c3ccc(F)cc3)cc(-c3ccccc3)c2C#N)s1
    -0.5, 1167, -0.36, 1551, 5.6, 2.2, 13, i, -0.34, -0.12, -0.077, -0.51, -7%, i, -10, -5%, -7%
14: O=C1[C@@H]2C(c3cccnc3)=NO[C@@H]2C(=O)N1c1ccc2ccccc2c1
    0.8, 1096, 1.2, 1466, ·, ·, ·, i, -0.39, -0.13, -0.12, -0.0057, 3%, ·, ·, -8%, 12%
15: O=C(CCSc1nc(-c2ccc3c(c2)OCO3)cc(C(F)(F)F)n1)NCc1ccccc1
    -1.1, 1218, -0.06, 1241, 2.9, 3.5, 5.4, i, 0.09, -0.26, -0.032, 0.18, -1%, i, 2, -9%, 14%

# Four compounds picked at random from the list so far:
# Values run as follows: b-catenin transl, b-catenin transl cell count 5 µM, Insulin prom up, Insulin prom up cell count, MT stabilizer, MT stabilizer Hoechst-high %, MT stabilizer cytotoxicity %, Yfh1-depleted yeast, Dynein cargo inh, Dynein cargo inh cytoplasmic EGFP, Dynein cargo inh nuclear GR-EGFP, Dynein cargo inh cell count, P. falciparum M17LAP, Autophagy mod, Autophagy mod cell loss 18 h, NOD1 inhibition, NOD2 inhibition
6: C=CCn1c(=NC(=O)c2ccccc2[N+](=O)[O-])sc2cc(S(C)(=O)=O)ccc21
    -3.8, 1117, -0.85, 1382, 6.9, 2.2, 11, i, -1.2, -0.14, -0.76, 0.066, -6%, i, 0, -8%, 10%
13: CCc1nnc(NC(=O)CSc2nc(-c3ccc(F)cc3)cc(-c3ccccc3)c2C#N)s1
    -0.5, 1167, -0.36, 1551, 5.6, 2.2, 13, i, -0.34, -0.12, -0.077, -0.51, -7%, i, -10, -5%, -7%
7: O=C(Cn1nnc2ccccc21)Nc1ccc(Cl)cn1
    -0.2, 1065, -0.16, 1344, 2.5, 2.8, 7.5, i, -0.78, -0.3, 0.12, 0.75, -1%, i, 13, -9%, 17%
2: Cc1cc(C)n(CCC(=O)N/N=C/c2ccc(O)cc2O)n1
    0.8, 1079, -0.43, 1535, 4.0, 4.0, 4.1, i, -0.34, -0.19, -0.4, -0.32, 16%, i, 3, 16%, -23%

# Carrying on:
# Values run as follows: b-catenin transl, b-catenin transl cell count 5 µM, Insulin prom up, Insulin prom up cell count, MT stabilizer, MT stabilizer Hoechst-high %, MT stabilizer cytotoxicity %, Yfh1-depleted yeast, Dynein cargo inh, Dynein cargo inh cytoplasmic EGFP, Dynein cargo inh nuclear GR-EGFP, Dynein cargo inh cell count, P. falciparum M17LAP, Autophagy mod, Autophagy mod cell loss 18 h, NOD1 inhibition, NOD2 inhibition
16: O=C(O)c1ccc(C(=O)O)c(C(=O)c2ccccc2)c1
    2.9, 913, 1.2, 917, 2.2, 1.7, 7.4, i, -0.77, -0.11, -0.5, 0.4, -15%, i, 6, 14%, 7%
17: O=C1CCC(=O)N1c1ccc(NCc2ccccc2Cl)c([N+](=O)[O-])c1
    -1.9, 532, -0.25, 1208, 3.2, 3.9, 12, i, 0.88, -0.17, 0.06, -1.4, -6%, i, -2, -10%, 9%
18: COCC(=O)Nc1ccc(OC)c(Cl)c1
    -2.2, 1120, 0.2, 1421, 2.3, 1.8, 5.4, i, 0.17, -0.31, 0.28, -0.59, 0%, i, 0, -37%, -11%
19: CCC1CCCCN1CCCNC(=O)c1ccc2c(=O)n(Cc3ccc(OC)cc3)c(=O)[nH]c2c1 (stereo not given)
    ·, ·, -0.61, 989, 2.3, 0.9, 6.7, i, 0.67, 0.39, 0.59, -0.19, -8%, i, 1, -16%, 7%
20: COc1ccc(/C=C2/CCOC2=O)cc1
    -0.6, 1051, -0.2, 1980, 1.6, 0.8, 5.8, i, -0.56, -0.21, 0.14, 2.1, 3%, i, -32, -7%, 2%
21: Cc1ccc(C2SCCN2C(=O)c2ccc([N+](=O)[O-])cc2)cc1 (stereo not given)
    -0.6, 898, 0.07, 1344, 2.2, 2.6, 5.3, i, 0.37, -0.22, 0.27, -0.11, 0%, i, 2, 6%, 7%
22: COc1cc(NC(=O)CCc2ccccc2)c(C(=O)O)cc1OC
    0.0, 1201, 0.39, 932, 2.3, 3.3, 11, i, 0.77, -0.19, 0.7, -0.28, 14%, i, 4, -15%, 10%
23: Cc1ccc(-c2nn(-c3cc(Cl)ccc3[N+](=O)[O-])c(=O)c3ccccc23)cc1C
    1.8, 1354, 0.7, 1474, 1.6, 1.5, 3.0, i, -0.72, 0.26, -0.35, 0.58, 1%, i, 2, 20%, 0%
24: O=C(CSc1ncnc2c1oc1ccccc12)NCc1ccc(F)cc1
    2.5, 1076, 0.92, 993, 6.0, 3.2, 1.2, i, -0.83, -0.22, -0.35, 0.37, -11%, i, 15, 19%, 14%
25: CCc1ccccc1-n1c(-c2ccncc2)n[nH]c1=S
    -5.2, 1023, ·, ·, 1.3, 1.8, 10, i, -0.076, -0.17, 0.24, -0.048, 0%, i, 6, 16%, 9%
26: CSc1ncc(CN2CCN(C3CCCCC3)C(CCO)C2)cn1 (stereo not given)
    1.3, 993, -1.3, 1404, 2.9, 2.0, 8.3, i, -0.46, -0.2, 0.23, 0.28, ·, i, -4, -24%, 22%
27: Cc1ccccc1-n1c(Cn2c(=O)sc3ccccc32)nnc1SCC(N)=O
    0.3, 1026, 0.62, 1692, 2.2, 1.1, 0.0, i, 2.8, 0.027, 1.9, -1.5, 4%, i, 7, 8%, 3%
28: Cc1ccccc1C(=O)NNC(=S)NC(=O)c1ccccc1
    -0.2, 476, 0.36, 1039, 4.6, 2.0, 0.2, i, 0.0022, -0.29, -0.25, 0.16, 91µM*, i, -6, 22%, 13%
